Compound activity (PubChem BioAssay)
Cav32 inh: human Cav3.2 channel inhibition, primary screen | AID 449739 | Cav3.2-expressing cells, Fluo-4 calcium fluorescence FDSS; active compounds read low | hit rate 4% among 100,000 | B-score at 10 µM | O95180;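 active = single-dose well whose peak fluorescence ratio is a statistical outlier from its plate by either plate-standardised score or position-corrected B-score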
Target sequence (O95180 whole entry, looked up): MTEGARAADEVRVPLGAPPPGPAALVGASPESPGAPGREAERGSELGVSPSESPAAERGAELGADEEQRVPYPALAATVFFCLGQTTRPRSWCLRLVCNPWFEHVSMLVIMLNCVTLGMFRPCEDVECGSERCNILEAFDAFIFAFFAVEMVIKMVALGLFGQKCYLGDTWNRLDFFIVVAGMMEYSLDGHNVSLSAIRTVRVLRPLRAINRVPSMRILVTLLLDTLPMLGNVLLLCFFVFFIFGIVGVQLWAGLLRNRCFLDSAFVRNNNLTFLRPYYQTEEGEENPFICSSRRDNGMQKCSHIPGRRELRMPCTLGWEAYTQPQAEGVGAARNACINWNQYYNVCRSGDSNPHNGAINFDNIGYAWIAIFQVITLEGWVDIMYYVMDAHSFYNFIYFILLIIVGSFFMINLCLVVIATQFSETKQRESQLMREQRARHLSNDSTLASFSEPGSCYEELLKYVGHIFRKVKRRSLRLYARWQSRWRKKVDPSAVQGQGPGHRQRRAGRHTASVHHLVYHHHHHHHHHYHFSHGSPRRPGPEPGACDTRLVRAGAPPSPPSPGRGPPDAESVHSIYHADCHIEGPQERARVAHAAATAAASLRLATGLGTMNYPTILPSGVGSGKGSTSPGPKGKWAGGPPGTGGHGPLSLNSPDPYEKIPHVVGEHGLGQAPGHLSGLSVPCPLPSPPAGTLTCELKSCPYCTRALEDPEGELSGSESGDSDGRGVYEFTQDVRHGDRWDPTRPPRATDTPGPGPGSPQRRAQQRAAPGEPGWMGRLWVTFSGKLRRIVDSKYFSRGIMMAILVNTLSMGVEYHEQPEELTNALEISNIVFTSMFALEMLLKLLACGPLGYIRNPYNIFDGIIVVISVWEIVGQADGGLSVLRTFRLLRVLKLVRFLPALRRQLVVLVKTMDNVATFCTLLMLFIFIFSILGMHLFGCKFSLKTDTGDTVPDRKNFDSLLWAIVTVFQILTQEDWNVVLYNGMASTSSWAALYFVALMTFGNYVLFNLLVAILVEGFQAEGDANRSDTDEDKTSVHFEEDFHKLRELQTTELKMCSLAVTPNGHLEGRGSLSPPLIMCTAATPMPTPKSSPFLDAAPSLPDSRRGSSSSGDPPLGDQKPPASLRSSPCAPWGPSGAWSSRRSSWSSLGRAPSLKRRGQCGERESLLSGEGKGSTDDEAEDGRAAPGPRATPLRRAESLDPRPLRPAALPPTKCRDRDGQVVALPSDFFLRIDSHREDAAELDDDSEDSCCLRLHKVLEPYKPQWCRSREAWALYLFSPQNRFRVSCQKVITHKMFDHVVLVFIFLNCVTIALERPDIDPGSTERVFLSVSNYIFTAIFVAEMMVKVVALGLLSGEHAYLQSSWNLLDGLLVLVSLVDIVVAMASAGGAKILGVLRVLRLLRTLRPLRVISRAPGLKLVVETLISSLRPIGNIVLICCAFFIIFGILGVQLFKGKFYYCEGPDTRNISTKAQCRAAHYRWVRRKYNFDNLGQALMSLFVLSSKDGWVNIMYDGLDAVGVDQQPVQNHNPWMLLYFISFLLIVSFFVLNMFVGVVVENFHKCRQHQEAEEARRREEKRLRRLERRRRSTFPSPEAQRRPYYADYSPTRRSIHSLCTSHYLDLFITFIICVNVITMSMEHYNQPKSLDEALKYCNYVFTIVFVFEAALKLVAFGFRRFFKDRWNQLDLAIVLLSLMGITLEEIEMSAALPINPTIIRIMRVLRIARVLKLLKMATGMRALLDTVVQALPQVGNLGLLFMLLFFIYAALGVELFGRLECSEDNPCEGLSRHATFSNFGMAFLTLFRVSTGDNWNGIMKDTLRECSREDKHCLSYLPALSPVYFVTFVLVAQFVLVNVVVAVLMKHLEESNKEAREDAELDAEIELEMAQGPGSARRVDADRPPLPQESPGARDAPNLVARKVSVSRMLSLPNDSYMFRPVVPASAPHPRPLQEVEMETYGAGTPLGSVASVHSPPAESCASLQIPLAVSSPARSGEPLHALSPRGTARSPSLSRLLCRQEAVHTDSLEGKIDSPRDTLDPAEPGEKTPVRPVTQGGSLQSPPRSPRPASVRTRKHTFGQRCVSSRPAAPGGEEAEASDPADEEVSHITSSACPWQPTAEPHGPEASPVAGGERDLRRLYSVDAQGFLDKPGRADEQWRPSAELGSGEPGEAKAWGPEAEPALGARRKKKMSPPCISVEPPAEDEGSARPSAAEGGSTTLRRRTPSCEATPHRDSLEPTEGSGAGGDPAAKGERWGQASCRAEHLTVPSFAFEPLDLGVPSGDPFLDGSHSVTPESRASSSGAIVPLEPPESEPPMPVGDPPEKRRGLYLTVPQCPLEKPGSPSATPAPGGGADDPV
* = called active by the depositor; & = joins results of further samples. Some of the compounds tested (hit frequency here may not be typical).

SMILES | Cav32 inh
O=C(CSc1nnc(-c2ccccc2Cl)n1Cc1ccco1)Nc1ccc2c(c1)OCCO2 | 0.52
COc1ccc(OCc2cccc(C(=O)O)c2)cc1 | 0.0021
O=C(Cn1c(=O)oc2ccccc21)Nc1ccc(S(=O)(=O)N2CCCCC2)cc1 | -0.044
Cc1sc2ccccc2[n+]1CCC(C)S(=O)(=O)[O-] (stereo unspecified) | 0.91
COc1ccc(N(CC(=O)NCc2ccc3c(c2)OCO3)S(C)(=O)=O)cc1OC | -1.5
COC(C(=O)Nc1ccc(F)cc1F)c1ccccc1 (stereo unspecified) | 1.3
O=C(c1cccc(C(F)(F)F)c1)N1CCC(O)(CS(=O)(=O)Cc2ccccc2Cl)CC1 | 0.05
COC(=O)c1ccc(C(=O)OC)c(NC(=O)COC(=O)C2CC2C)c1 (stereo unspecified) | -1
N#Cc1ccc(Oc2cccnc2)cc1C#N | -0.96
CC(C)C(=O)Nc1ccccc1N1CCN(S(C)(=O)=O)CC1 | 0.086
O=C(COc1ccc(-n2cnnn2)cc1)NC1CCCCC1 | 1.7
CN1CCN(c2ncnc3c2cnn3-c2ccc(Cl)cc2)CC1 | 0.39
Cc1ccc(C(=O)N2CCCC2)cc1S(=O)(=O)Nc1ccccc1 | -0.44
S=c1[nH]nc(CSCc2ccccc2Cl)n1-c1ccccc1 | -0.51
O=C(Nc1ccc(-c2cn3ccsc3n2)cc1)C1COc2ccccc2O1 (stereo unspecified) | -0.099
CC1=C(C#N)C(NC(=O)C(C)(C)C)(C(F)(F)F)C(=O)N1 (stereo unspecified) | -0.0047
Cc1cc(C)n(C(=O)CNC(=O)c2ccc3c(c2)OCCO3)n1 | 0.12
COc1ccccc1OCC(=O)N(Cc1nc(-c2ccccc2)no1)C1CCCCC1 | -8.1*
COC(=O)CCCC1=CC2=CC(=O)C(C)(OC(=O)c3cccs3)C(=O)C2=CN1Cc1ccc2c(c1)OCO2 (stereo unspecified) | 0.11
CC1=C(C(=O)Nc2ccccc2C)C2(CCCC2)C(C(N)=O)C(=O)N1 (stereo unspecified) | 0.12
Cc1nnc(SCC(=O)NCC2CCCO2)n1-c1ccccc1 (stereo unspecified) | -2.7
COc1ccc(-c2[nH]ncc2-c2cnn(-c3ccccc3)c2)c(O)c1 | -0.062
CCOC(=O)N1CCC(c2[nH][nH]c(=O)c2C)CC1 | 0.53
Cn1c(=O)c2c(ncn2CC(=O)N2CCOCC2)n(C)c1=O | -0.29
OC(c1ccc(Cl)cc1)C(O)c1nc2ccccc2[nH]1 (stereo unspecified) | 0.063
COc1ccc(C(=O)NCCn2cc(SCC(=O)Nc3nnc(C)s3)c3ccccc32)cc1 | -2.4
O=C1C2C3CCC(C3NCc3ccccc3)C2C(=O)N1Cc1ccccc1 (stereo unspecified) | -2.6
CNc1nc(-c2ccccc2)cc(C(F)(F)F)c1C#N | -0.31
CCCCN1C(N)=NC[C@@H]1Cc1ccccc1 | -0.56
O=S(=O)(NCc1ccncc1)c1ccccc1 | -0.053
O=c1oc2cc(OCc3ccc([N+](=O)[O-])cc3)ccc2c2c1CCCC2 | -0.83
Nc1c(S(=O)(=O)c2cccs2)c2nc3ccccc3nc2n1/N=C/c1cccc(O)c1 | -1.4
CC(=O)c1cnc(N2CCCCC2)nc1C | -1
CCCCNC(=O)c1onc(CSc2cccc3ccccc23)c1C(=O)O | -3.1*
Cc1ccnc(NC(=O)CCC(=O)N(CC(=O)NC2CCCCC2)c2cccc(C)c2C)c1 | -6.4*
COc1cccc(-c2nc(-c3ccc4c(c3)-c3ccccc3S4(=O)=O)c(-c3ccccc3)[nH]2)c1OC | -0.0014

Continued; it opens with the 4 that closed the last part.
SMILES | Cav32 inh
CC(=O)c1cnc(N2CCCCC2)nc1C | -1
CCCCNC(=O)c1onc(CSc2cccc3ccccc23)c1C(=O)O | -3.1*
Cc1ccnc(NC(=O)CCC(=O)N(CC(=O)NC2CCCCC2)c2cccc(C)c2C)c1 | -6.4*
COc1cccc(-c2nc(-c3ccc4c(c3)-c3ccccc3S4(=O)=O)c(-c3ccccc3)[nH]2)c1OC | -0.0014
CCCCN(CCCC)c1nc2ccccc2nc1C(C#N)C(=O)NCCCOC (stereo unspecified) | -8.1*
COc1cnc(SCc2ccc(Cl)c(Cl)c2)nc1Cl | -1.4
O=C(/C=C/c1ccccc1)NNC(=O)C1CC1 | 2
[O-]/[N+](=C\c1ccccc1)[C@@H]1CCCC[C@@H]1/[N+]([O-])=C/c1ccccc1 | 1.2
CCOCC(=O)NCc1ccc2c(c1)OCO2 | -0.16
COc1ccc2nc(NC(=O)CCn3cccc3)sc2c1 | -0.89
CCc1sc(C(=O)Nc2cc(Cl)ccc2N2CCCCC2)cc1C | -1.3
C/C(CC(=O)Nc1cc(Cl)ccc1Cl)=N\NC(N)=S | -0.025
COC(=O)C[C@H]1c2ccccc2S(=O)(=O)N1Cc1ccc(OC)cc1 | -0.54
CC(=O)N(CN1C(=O)c2ccc([N+](=O)[O-])cc2C1=O)c1ccc(F)cc1 | 0.8
Cc1cc(C)c(OCC(=O)Nc2nnn(C)n2)c(Br)c1 | -0.0034
O=C(c1ccc([N+](=O)[O-])cc1)N(Cc1ccc(Cl)cc1Cl)N1C(=O)CCCC1=O | 0.056

Of the compounds above, three have a CF3 group.
SMILES | Cav32 inh
O=C(c1cccc(C(F)(F)F)c1)N1CCC(O)(CS(=O)(=O)Cc2ccccc2Cl)CC1 | 0.05
CC1=C(C#N)C(NC(=O)C(C)(C)C)(C(F)(F)F)C(=O)N1 (stereo unspecified) | -0.0047
CNc1nc(-c2ccccc2)cc(C(F)(F)F)c1C#N | -0.31

The list goes on:
SMILES | Cav32 inh
COC(=O)c1ccccc1S(=O)(=O)N(Cc1cc2ccc(OC)cc2[nH]c1=O)CC1CCCO1 (stereo unspecified) | 0.53
Cc1nc(SCCC(C)C)c([N+](=O)[O-])[nH]1 | -0.016
CCN(CC)C(=O)c1cc2cc(Br)ccc2oc1=O | 0.051
CC(=O)c1cc(C#N)c(SCC(=O)OC(C)C)nc1C | 0.44
CC(C)CC1C(C#N)=C(N)Oc2n[nH]c(-c3cccs3)c21 (stereo unspecified) | 0.8
CCCC(c1c(C)n(C)n(-c2ccccc2)c1=O)c1c(C)n(C)n(-c2ccccc2)c1=O | 1.2
O=[N+]([O-])c1ccc(CSc2nnc(-c3cnccn3)o2)cc1 | -0.24
Cc1ccc(C(=O)C2=C(O)C(=O)N(CCCN(C)C)C23C(=O)N(C)c2ccccc23)o1 (stereo unspecified) | 0.63
O=c1cc(N2CCC(Cc3ccccc3)CC2)[nH]c(=O)n1C1CCCCC1 | -1
O=S(=O)(CCSc1ccccn1)c1nc2ccccc2s1 | -1.8
COc1ccc2c(CC(=O)OCC(=O)c3ccccc3OC)coc2c1 | -0.45
CCOCCCNC(=O)C1CCCCN1S(=O)(=O)c1ccc(F)cc1 (stereo unspecified) | 0.58
CNCCOCC(O)CSc1ccccc1 (stereo unspecified) | 0.38
CCSCCOC(=O)C1=C(C)NC(=O)NC1c1cc(OC)ccc1OC (stereo unspecified) | 0.56
Cn1c(=O)[nH]c(=O)c2c1nc(N1CCC(Cc3ccccc3)CC1)n2Cc1ccccc1 | -0.79
CSCCC(=O)N1C(C)CCCC1C(=O)O (stereo unspecified) | 0.66
COCCNC(=O)C(c1ccc(C)o1)N(Cc1cccs1)C(=O)c1snc(C(N)=O)c1N (stereo unspecified) | 0.18
COc1ccc(C(CC(=O)N2CCCC(C)C2)c2c(OC)cc(OC)c3c(-c4ccccc4)cc(=O)oc23)cc1 (stereo unspecified) | -1.1
CC1(C)C(=O)NCCN1C(=O)CCC(=O)O | 0.36
COc1ccc(N=C(C)C2=C(O)CSC2=O)cc1 | 0.43
Cn1nc(Oc2nc(N3CCOCC3)nc(N3CCOCC3)n2)ccc1=O | 0.44
CC1(C)CC(=O)C(N=Nc2cc(Cl)c(Cl)c(Cl)c2)=C(O)C1 | -1
O=C(O)C=C1C2CC3CC(C2)CC1C3 | -0.87
CCCc1cc(=O)n2[nH]c(C)c(-c3ccccc3)c2n1 | 0.75
CN1CCC(N2CCCC(C(=O)O)C2)CC1 (stereo unspecified) | -1.4
O=C(NCCN1CCOCC1)c1ccc(-c2ccccc2)cc1 | 1.6
Cc1ccc(C(=O)COC(=O)CCC(=O)Nc2cc(Cl)ccc2Cl)cc1[N+](=O)[O-] | 0.26
Cc1c(NC(=O)CSc2nnc(COc3ccccc3)n2-c2ccccc2)c(=O)n(-c2ccccc2)n1C | 0.75
Cc1ccc(OCc2nnc(SCC(=O)Nc3ccc4c(c3)OCCO4)n2Cc2ccco2)cc1 | -6*
COc1cc(C(=O)OCn2nnc3ccccc3c2=O)cc(OC)c1OC | 0.51
CCCCn1c(SCC(N)=O)nc2c(sc3ccccc32)c1=O | 0.98
CC1(C)Cc2c(sc3c2c(=N)n(Cc2ccco2)c(=O)n3CC(=O)Nc2ccc(Cl)cc2)CO1 | -1.2
O=C(c1cccs1)N1CCCC1 | 1.1
CN(c1ccccc1C(=O)O)S(C)(=O)=O | -0.47
COc1ccc(Cn2nnnc2C(c2cc3ccc(OC)cc3[nH]c2=O)N2CCC(C)CC2)cc1 (stereo unspecified) | -1
CCn1c2ccccc2c2cc(NS(=O)(=O)c3ccc(C)cc3)ccc21 | -0.74
Cc1ccc2nc3c(cc2c1)c(NC(=O)C1CCCO1)nn3CC(C)C (stereo unspecified) | -0.039
Cc1cc(C(C)(C)C)ccc1OCCN1CCCC1 | 1
CCCCN(C)C(=O)c1cn(CC)c2ccc(S(=O)(=O)N(C)C)cc2c1=O | 0.99
COc1ccc(S(=O)(=O)Nc2c(C)ccc3nsnc23)cc1OC | -0.0023
Cc1cc(C)n2nc(C(=O)Nc3ccc4c(c3)OCO4)nc2n1 | 0.1
Cc1ccc2occ(C(c3nnnn3C3CCCC3)N3CCN(C(=O)c4ccco4)CC3)c(=O)c2c1 (stereo unspecified) | 0.71
Cc1cccc(C(=O)OCc2cnc(Cl)s2)c1 | -0.27
CCOc1ccc(/C=C\C(C)=N\O)cc1 | 0.79
Cc1nnc(N(C)C(=O)c2cccnc2)s1 | -3.3
CCc1cccc(CC)c1N(COC)C(=O)Cn1ccccc1=N | 0.044
Cn1c(=O)oc2cc(S(=O)(=O)N3CCCC(C(=O)Nc4ccccn4)C3)ccc21 (stereo unspecified) | 0.22
O=C(CN(Cc1ccco1)C(=O)CNS(=O)(=O)c1ccc(F)cc1)NCc1ccc(F)cc1 | -4.7
O=C(c1ccc2ccccc2c1)N1CCN(c2ccc([N+](=O)[O-])c(N3CCOCC3)c2)CC1 | -0.35
Cc1ccc(-c2nc(NC(=O)CSc3ccc4ccccc4n3)ns2)cc1 | -0.37
Cc1ccc(CNC(=O)/C(C#N)=C\c2ccc(N(C)C)cc2)cc1 | -1
COc1cc2[nH]c3ccccc3c2cc1C | -0.18
O=C(CCl)Nc1cccc(-c2cnc3ccccc3n2)c1 | 0.46
O=C(COC(=O)C1CC(=O)N(Cc2ccco2)C1)c1ccc(OC(=O)c2ccco2)cc1 (stereo unspecified) | -0.096
Cc1ccc(-n2c(=O)[nH]cc(C(=O)Nc3ccc4c(c3)OCCO4)c2=O)cc1 | -0.049
OCc1cn(-c2ccccc2)nc1-c1ccco1 | -0.00042
O=C(CN1CCN(S(=O)(=O)c2ccc(F)cc2)CC1)Nc1ccccc1F | 0.62
CC1(C)CC(=O)C2=C(C1)OC(N)=C(C#N)[C@@]21C(=O)N(CC(N)=O)c2ccccc21 | -2.2
O=C(Nc1ccc(Cl)cc1)c1cccnc1N1CCCCC1 | -3
COc1ccc(S(=O)(=O)n2nc(OCc3cccs3)cc2N)cc1 | -1.2

Further structures follow:
SMILES | Cav32 inh
Cc1ccc(N2C(=O)c3sc4nnc(C)c(=O)n4c3C2=O)cc1 | 0.051
N=C(N)c1ccccc1 | 0.62&-0.022
Cc1nn(-c2ccccc2)c(Cl)c1C(=O)Nc1c(C)n(C)n(-c2ccccc2)c1=O | -0.42
CC(C)OC(=O)C1C2C=CC3(CN(Cc4cccs4)C(=O)C13)O2 (stereo unspecified) | -0.31
C#CCOC(=O)c1ccccc1C(=O)O | -1.3
Cc1[nH]nc2c1C(c1ccccc1)C1=C(CC(C)(C)CC1=O)N2 (stereo unspecified) | -0.2
O=S(=O)(NCc1ccco1)c1ccc2c(c1)Cc1ccccc1-2 | -0.37
CCC(=O)N=c1sc2cc(F)cc(F)c2n1C | -0.43
Cc1cccc(NC(=O)Cn2c(=O)n3nc(CCn4nc(C)cc4C)nc3c3ccccc32)c1 | 0.28
COc1cc(S(=O)(=O)N2CCN(C)CC2)c(OC)cc1Cl | 1.6
CC(Oc1ccc(Cl)cc1Cl)C(=O)NCc1ccncc1 (stereo unspecified) | 0.64
O=C(c1ccc(F)cc1)N1CCN(C(=O)c2cccnc2)CC1 | 0.3
CCCS(=O)(=O)N1CCC(C(=O)NCCCN2CCCC2=O)CC1 | -1.1
COc1ccccc1CNC(=O)C(NS(=O)(=O)c1ccc2c(c1)oc(=O)n2C)C(C)C (stereo unspecified) | 0.62
C=CCNC(=S)NCC=C | 0.011
CCOC(=O)c1nnn(CC(=O)N2N=C(c3cccc4ccccc34)CC2c2ccccc2)c1C(=O)OCC (stereo unspecified) | -5.5*
CSc1nc2cc3c(cc2n1C(=O)c1ccc(C)cc1)OCCO3 | -0.12
Cc1occc1C(=O)Nc1sc2c(c1C(N)=O)CCCCC2 | 0.2
COc1ccc(C2CC(=O)c3cnc(NC(=O)c4ccccc4)nc3C2)c(OC)c1 (stereo unspecified) | -3.3*
COc1ccc2nc(N3C(=O)CC(Cc4ccc(Cl)cc4)C3=O)sc2c1 (stereo unspecified) | -0.38
Cc1cccc(C(=O)/C=C2/c3ccccc3CC(C)(C)N2C)c1 | -4.2*
O=c1c2ccccc2cnn1-c1ccc(Cl)cc1 | 1.3
Cc1ccc(N2CCN(S(=O)(=O)N3CCCCCC3)CC2)cc1Cl | -1.5
CO/N=C/NC(=O)NOCc1ccc(Cl)cc1Cl | -0.081
